# RAD54 inh – inhibitors of human RAD54 branch migration; RAD54 Holliday junction branch migration, FAM/BHQ fluorescence; inhibition, % at 10.4 µM; hit rate 0.14% among 360,000; AID 602329;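 active = mean normalized replicate activity at least 40 and at least half of replicates scoring 40 or more; inconclusive = only one of the two criteria met; inactive = mean below 40 and under half of replicates reaching 40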;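 also: 0% = median of neutral control wells and 100% = median of positive control wells; inhibitors cause a drop in the FAM fluorescence signal; in these data hits start at about 50%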
# E-selectin induc – E-selectin induction on HUVECs; P16581; HUVEC E-selectin immunofluorescence imaging; normalized: neutral wells 0, TNF-alpha wells 100; activation, % at 7.58 µM; hit rate 0.37% among 260,000; AID 686992;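 active = mean E-selectin-positive cell signal at least 10% of the positive control, reached in at least 60% of replicates, without over 20% cell loss; inconclusive = no rule given, readout overlaps actives, possibly toxicity-flagged; inactive = the rest, including those meeting only one limit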;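 also: in these data hits start at about 27%; measured in HUVEC primary endothelial cells; signal is the percent of cells scored E-selectin positive by PE staining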
#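 Read-out basis: % PE-positive cells; Test system: HUVEC primary endothelial cells; Technique: immunofluorescence imaging; Dosing: single-point compound dose.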
# ERAP1 inh – blocks human ERAP1 aminopeptidase activity | recombinant ERAP1, Leu-AMC fluorescence, 60 min | inhibition, % at 10.7 µM | hit rate 0.15% among 340,000;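 active = mean replicate inhibition of at least 30%, or all replicates individually reaching that 30% level; inactive = mean below 30% and not every replicate reaching it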;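 also: 0% = neutral control wells and 100% = L-leucinethiol positive control wells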
# Target sequence (Q9NZ08 whole entry, looked up): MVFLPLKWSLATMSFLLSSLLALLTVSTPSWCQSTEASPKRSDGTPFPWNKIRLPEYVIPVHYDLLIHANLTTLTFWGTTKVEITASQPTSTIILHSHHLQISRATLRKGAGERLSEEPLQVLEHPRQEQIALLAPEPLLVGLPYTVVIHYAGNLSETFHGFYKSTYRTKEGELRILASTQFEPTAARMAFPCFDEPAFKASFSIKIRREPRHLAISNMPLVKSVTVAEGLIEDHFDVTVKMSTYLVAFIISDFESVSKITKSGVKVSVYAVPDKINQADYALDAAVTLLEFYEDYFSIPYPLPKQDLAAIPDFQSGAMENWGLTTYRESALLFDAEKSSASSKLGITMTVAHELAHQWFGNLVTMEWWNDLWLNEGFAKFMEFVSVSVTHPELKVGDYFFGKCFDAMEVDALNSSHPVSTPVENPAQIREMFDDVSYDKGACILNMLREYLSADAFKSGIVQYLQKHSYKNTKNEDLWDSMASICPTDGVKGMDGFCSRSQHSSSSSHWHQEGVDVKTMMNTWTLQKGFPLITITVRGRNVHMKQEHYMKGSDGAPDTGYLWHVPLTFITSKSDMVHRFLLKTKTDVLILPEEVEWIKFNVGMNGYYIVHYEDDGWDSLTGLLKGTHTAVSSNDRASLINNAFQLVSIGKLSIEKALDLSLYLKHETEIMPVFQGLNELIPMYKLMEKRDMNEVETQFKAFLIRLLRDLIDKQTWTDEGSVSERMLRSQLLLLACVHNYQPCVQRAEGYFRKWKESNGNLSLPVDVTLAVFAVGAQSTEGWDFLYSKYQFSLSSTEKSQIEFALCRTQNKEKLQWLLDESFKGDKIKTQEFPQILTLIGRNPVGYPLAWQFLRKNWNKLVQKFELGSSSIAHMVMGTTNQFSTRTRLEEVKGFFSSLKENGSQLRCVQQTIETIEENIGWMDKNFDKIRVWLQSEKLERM
# RAD52 inh – blocks human RAD52 DNA annealing; inhibition, % at 18.7 µM; P43351; hit rate 0.46% among 360,000; AID 651710; recombinant RAD52 DNA annealing, FRET fluorescence;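 active = every replicate showing at least 50% inhibition; inconclusive = mean inhibition at least 50% but not in every replicate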
# esBAF inh – inhibitors of esBAF chromatin remodeling in mouse ES cells | AID 602393 | reporter increase, % at 12.5 µM | hit rate 2% among 350,000 | Bmi1-luciferase knock-in reporter, 24 h; 100% = twice the neutral-well signal; in the data active = activation above about 40%; inconclusive = no clear call, values can overlap the other calls;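 also: 0% = median of the plate's neutral control wells and 100% = double that signal; a rise in the Bmi1 reporter signal indicates esBAF inhibition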
# ERp5 block – inhibitors of human ERp5 | Q15084 | ERp5 insulin aggregation, absorbance 650 nm, 90 min | inhibition, % at 9.99 µM | hit rate 0.05% among 350,000 | AID 651711;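 active = mean replicate inhibition above about 25%, with every replicate also reaching it, limit read from the data, passing the limit was not always enough; inconclusive = only one of those two criteria met; inactive = neither criterion met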
# XiGFP reactiv – activators of X-chromosome reactivation in mouse fibroblasts. XiGFP mouse fibroblasts, % GFP-positive cells imaging, 3 d; cells co-treated with 5-aza-dC sensitizer; scaled so ellipticine positive control = 100%. activation, % at 7.58 µM. hit rate 0.055% among 360,000. AID 743238;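 active = mean normalized replicate activation at least 10% and every replicate at or above 10%; inconclusive = only one of the two criteria met; inactive = mean below 10% and not all replicates reach 10%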;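 also: 0% = median of on-plate neutral control wells and 100% = ellipticine 6 µM median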
#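 System: 68-5-11 XiGFP fibroblast line; Timing: 3 days compound exposure; Compound dosing: one concentration, pinned; Benchmarks: positive control ellipticine, 6 µM final; Buffer or medium: DMEM containing 5-aza-dC.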
# S100A4 MyoIIA – S100A4-myosin IIA interaction inhibition; S100A4/TAMRA-MyoIIA peptide fluorescence polarization; hit rate 0.14% among 360,000; inhibition, % at 10.7 µM; P26447;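 active = mean inhibition of at least 70% across replicates, with every replicate also reaching that level; inconclusive = mean inhibition reaches 70% but some replicates fall short; inactive = mean inhibition below 70%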
# Target sequence (P26447 whole entry, looked up): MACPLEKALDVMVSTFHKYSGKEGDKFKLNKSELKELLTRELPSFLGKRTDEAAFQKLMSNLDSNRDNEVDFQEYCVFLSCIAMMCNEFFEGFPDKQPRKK
#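 incubation = readout 5 min after mixing, signal stable up to 60 min | system = S100A4 monomer protein | buffer or medium = HEPES pH 7.2 with CaCl2, KCl, NaCl, DTT, Triton | benchmarks = neutral control DMSO, positive control TFP | also added = fluorescent myosin IIA peptide, 5 nM | compound dosing = one concentration per compound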
# * hit, by the source's call; ? = inconclusive; · = not tested or not shown; & = joins results of further samples. Compounds as they come; overall some 2.5% were active at least once.
nr	Molecule	RAD52 inh	XiGFP reactiv	ERp5 block	S100A4 MyoIIA	RAD54 inh	E-selectin induc	ERAP1 inh	esBAF inh
1	OC(c1ccccc1)(c1ccccc1)C1CCN(CCCOc2cccc(Cl)c2)CC1	-6	0.0	3	5	·	-0.3	-5	·
2	COc1ccc(N(Cc2cc3cccc(C)c3[nH]c2=O)S(=O)(=O)c2ccc(OC)cc2)cc1	-11	0.0	-5	-3	0	·	2	-1
3	C[C@H]1CN([C@@H](C)CO)C(=O)Cc2cc(NS(=O)(=O)c3ccc(F)cc3)ccc2O[C@@H]1CN(C)S(=O)(=O)c1cn(C)cn1	-11	-0.4	18	-11	2	-0.1	2	0
4	CC12CC3(C)CC(C)(C1)CC(C(=O)NCCc1ccc(S(N)(=O)=O)cc1)(C2)C3	-15	0.0	-6	-1	9	·	-2	·
5	O=C1CCc2cc(S(=O)(=O)N3CCC(C(=O)NCc4ccccc4Cl)CC3)ccc2N1	-15	-0.2	2	-4	-6	·	0	-2
6	CCN(CC)c1ccc(/C=N/NC(=S)NC)c(O)c1	-6	0.4	2	-12	·	1.5	0	·
7	COC(=O)c1ccc(NC(=O)Cn2nc(C)cc2C)cc1	-11	0.5	0	0	·	·	7	·
8	C[C@@H]1CN([C@@H](C)CO)C(=O)c2cc(C#CC3CCCCC3)cnc2O[C@@H]1CN(C)C(=O)C1CCCCC1	10	0.2	-6	13	-4	-0.8	-2	0
9	Cc1onc(-c2ccccc2)c1CNS(=O)(=O)c1ccccc1	-2	0.0	2	1	0	-0.1	-2	2
10	CC(C)C#Cc1cnc2c(c1)C(=O)N([C@H](C)CO)C[C@H](C)[C@H](CN(C)C(=O)CN1CCOCC1)O2	1	0.2	-4	?	-2	0.0	0	-2
11	CCC(=O)Nc1ccc2c(c1)C(=O)N(C)[C@@H]1CC[C@H](CC(=O)N3CCc4ccccc4C3)O[C@@H]1CO2	-7	0.0	-7	4	-1	0.0	0	-4
12	O=C(CSc1nc2[nH]ncc2c(=O)[nH]1)c1ccc(Cl)cc1	-7	0.0	-7	-5	·	·	-1	·
13	Cc1ccc(NC(=O)[C@H](Cc2ccccc2)NC(=O)CC[C@H]2O[C@@H](n3ccc(=O)[nH]c3=O)[C@H](O)[C@@H]2O)cc1C	-1	0.3	2	1	-5	-0.1	-4	2
14	COc1ccc(CCC(=O)Nc2ccc(C)c([N+](=O)[O-])c2)cc1	1	0.2	2	0	·	-2.0	1	·
15	Cc1ccc(O)c(C(=O)CC(=O)c2ccccc2Cl)c1	-5	0.0	9	8	·	·	1	·
16	C/C=C/c1ccc([C@@H]2[C@@H](CNC(=O)CC)N(C(=O)CC)[C@H]2CO)cc1	-12	0.0	-2	-9	-9	-0.7	1	-4
17	COc1ccccc1C(=O)NCCC(=O)NN1C(=O)NC2(CCCCC2)C1=O	-14	0.1	-2	1	-4	·	-1	·
18	CCN(CC)c1ccc(/C=N/O)cc1	-8	0.3	14	-4	·	-0.1	-1	·
19	C[C@@H]1CCCCO[C@@H](CN(C)S(=O)(=O)c2ccccc2)[C@@H](C)CN([C@@H](C)CO)C(=O)c2cc(NC(=O)CCCN(C)C)ccc2O1	20	-0.1	0	151*	-4	-0.1	-6	-6
20	O=C(C=Cc1ccccc1)c1cccs1	-5	0.3	-5	4	·	-0.1	-1	·
21	COCCCn1c(=S)[nH]c2sc3c(c2c1=O)CCCC3	-33	0.1	-4	0	0	-0.1	-5	-8
22	Cc1ccc(S(=O)(=O)NNC(=O)C2CCCCC2)cc1	-4	0.3	1	4	-16	-0.4	4	0
23	CO[C@@H]1CN(C)C(=O)c2cc(NC(=O)Nc3ccccc3)ccc2OC[C@@H](C)NC[C@@H]1C	-6	0.0	2	2	6	0.1	-1	3
24	O=C([C@@H]1[C@@H](CO)[C@@H]2Cn3c(cccc3=O)[C@H]1N2C(=O)CC1CC1)N1CCc2ccccc2C1	-5	0.0	1	4	·	-0.3	-1	·
25	CCOC(=O)c1ccccc1NC(=O)c1cccc([N+](=O)[O-])c1	13	0.0	0	-2	·	·	-2	·
26	COc1cc(/C=C/C(=O)O)cc(S(=O)(=O)Nc2ccc3cn[nH]c3c2)c1OC	-17	0.0	4	-1	-14	-0.2	0	2
27	CN1C(=O)c2cc(NC(=O)c3cnccn3)ccc2OC[C@H]2O[C@H](CC(=O)NCC3CCCCC3)CC[C@@H]21	12	0.0	3	-9	0	0.5	0	2
28	COc1ccc(CCNC(=O)C(=O)NCC2OCCN2S(=O)(=O)c2ccc3c(c2)OCCO3)cc1OC (centres undefined)	-13	-0.1	6	-2	3	-0.5	-4	-4
29	CCOC(=O)c1ccc(CNC(=O)C2CCC(=O)N(CCc3ccccc3)C2)o1 (centres undefined)	-2	0.0	-4	2	-11	1.3	-2	-7
30	CO[C@H]1CN(C)C(=O)c2cccc(C#N)c2OCC[C@H]2CC[C@@H](OC)[C@H](CN(C)C(=O)[C@@H]1C)O2	-4	0.2	0	9	-2	0.1	-3	-4
31	COc1cccc(C(O)c2cnc(C(C)C)n2C)c1OC (centres undefined)	-6	·	0	-22	-9	·	-2	-7
32	CC(C)(C)N1C(=O)c2ccc(C(=O)Nc3ccc(O)cc3)cc2C1=O	2	0.0	0	-1	-5	·	0	?
33	Cc1ccc(-c2nnn(CC(=O)N(Cc3ccco3)C(C(=O)NC(C)(C)C)c3ccncc3)n2)o1 (centres undefined)	-49	0.0	2	-12	·	-0.1	-1	·
34	O=C(Nc1ccccc1)c1cccc2c(-c3cccnc3)coc12	-19	0.1	3	-3	11	1.2	6	55*
35	COc1ccc2c3c(n(C)c2c1)[C@@H](CO)N(Cc1cccnc1)CC31CCN(C(=O)NC(C)C)CC1	-166	0.0	-4	8	·	0.0	4	·
36	NC(=O)c1nsc(C(=O)N(c2ccc(F)cc2)C(C(=O)NCC2CCCO2)c2c[nH]c3ccccc23)c1N (centres undefined)	-24	·	3	-2	-3	·	2	-2
37	Cc1ccc(S(=O)(=O)N(C)C[C@H]2OCCCC[C@@H](C)Oc3ccc(NC(=O)C4CCCCC4)cc3C(=O)N([C@@H](C)CO)C[C@@H]2C)cc1	·	-0.2	·	·	-4	-0.2	·	-1
38	N#C/C(=C\Nc1ccc(Cl)cc1)S(=O)(=O)c1ccccn1	-6	0.1	0	1	·	2.9	3	1
39	CC1(O)CC(C)(C)C(C#N)C(=O)N1 (centres undefined)	-6	0.8	4	-12	1	-0.3	-5	8
40	CCCN1CCN(C(=O)Nc2cccc(C(F)(F)F)c2)CC1	-16	0.2	-1	-2	-1	0.0	-3	-5
41	CO[C@H]1CN(C)C(=O)c2ccc(NC(=O)C3CC3)cc2OC[C@@H](C)N(CC2CC2)C[C@H]1C	0	0.5	-4	3	-7	0.1	0	-1
42	O=C(c1ccccc1)c1ccc(OCC(O)CNC2CCCc3ccccc32)cc1 (centres undefined)	-9	0.1	-3	5	·	1.1	0	·
43	O=C(COc1ccc(Br)cc1)NCCNC(=O)c1cccnc1	-15	0.2	2	-4	-21	0.3	0	-4
44	CCC(=O)N(C)C[C@H]1Oc2ncc(C#C[C@H](C)O)cc2C(=O)N([C@@H](C)CO)C[C@@H]1C	14	0.9	5	-40	3	0.0	0	-4
45	C[C@@H]1CN([C@@H](C)CO)C(=O)c2cc(C#CC3CCCCC3)cnc2O[C@@H]1CN(C)Cc1cncnc1	10	-1.1	-4	2	-3	0.3	-4	0
46	Cc1noc(C)c1S(=O)(=O)Nc1ccc2c(c1)C(=O)N([C@H](C)CO)C[C@@H](C)[C@H](CN(C)S(=O)(=O)c1ccc(F)cc1)O2	18	0.1	-7	-34	·	0.5	1	-1
47	O=c1[nH]c2cc3c(cc2cc1CN(CCN1CCOCC1)C(=S)NCC1CCCO1)OCO3 (centres undefined)	0	0.5	1	-2	3	·	3	8
48	CO[C@H]1CN(C)C(=O)c2ccc(NC(=O)Nc3cccc(F)c3)cc2OC[C@@H](C)N(C(=O)Nc2c(C)noc2C)C[C@H]1C	-8	0.3	-7	7	4	-0.7	0	3
49	COc1cccc(NC(=O)CN2C(=O)C(=O)N(C3CCCC3)C2=O)c1	-1	0.0	9	-6	-2	0.2	-2	4
50	CCOC(=O)Cn1cc(/C=C/[N+](=O)[O-])c2ccccc21	-33	0.2	2	1	-7	-0.1	0	-2
51	CCOC(=O)N[C@H](Cc1c[nH]c2ccccc12)C(=O)NC1CC1	-13	1.0	4	5	-4	·	·	·
52	C[C@H]1CN([C@@H](C)CO)C(=O)CCCn2nncc2CO[C@@H]1CN(C)C(=O)Cc1ccccc1	-12&7	0.5&-0.2	3&1	-1&0	-1&-1	0.1&-0.1	12&0	3&-1
53	COc1ccccc1C(=O)NCCC(=O)NC1CCCCC1C (centres undefined)	-1	0.3	3	-1	1	0.0	1	-4
54	Cc1ccc2nc(C)cc(C(=O)N3CCCC(CO)(Cc4ccccc4C)C3)c2c1 (centres undefined)	-20	0.2	4	-3	4	-3.0	1	-4
55	CC(=O)c1ccccc1NC(=O)CC1(CC(=O)O)CCCCC1	-4	-1.2	1	1	1	·	-3	-8
56	O=C(Cc1coc2cc(O)ccc12)NNC(=O)c1cccs1	-16	0.3	5	-2	-5	0.9	2	5
57	COc1ccc(-c2nc(NC(=O)c3nc4nccc(C)n4n3)sc2C)cc1	-48	0.1	6	5	-7	·	4	0
58	Cc1c(C)c2ccc(OC(C)C(=O)NCc3ccccn3)cc2oc1=O (centres undefined)	-7	0.2	-2	-6	2	·	-2	-4
59	Cc1ccc(S(=O)(=O)N(C)C[C@H]2OCCCC[C@@H](C)Oc3ccc(NS(=O)(=O)c4cccs4)cc3C(=O)N([C@@H](C)CO)C[C@H]2C)cc1	-26	0.0	0	1	-11	·	-3	2
60	C[C@@H]1CN([C@H](C)CO)C(=O)c2cc(NS(=O)(=O)c3ccc(F)cc3)ccc2O[C@@H](C)CCCCO[C@@H]1CN(C)S(=O)(=O)c1ccc(F)cc1	·	0.0	·	·	-19	0.0	·	2

# Continuation.
nr	Molecule	RAD52 inh	XiGFP reactiv	ERp5 block	S100A4 MyoIIA	RAD54 inh	E-selectin induc	ERAP1 inh	esBAF inh
61	NS(=O)(=O)c1ccc(CNC(=S)Nc2ccc(F)c(Cl)c2)cc1	-8	0.8	-2	-1	·	·	1	·
62	COc1ccc(S(=O)(=O)Nc2ccc3c(c2)C(=O)N([C@@H](C)CO)C[C@H](C)[C@H](CN(C)C(=O)c2ccccc2)OCCCC[C@@H](C)O3)cc1	-9	0.2	-1	-64	5	1.2	2	0
63	O=c1c(Cc2ccc(F)cc2)c(O)ccn1CC1CCCO1 (centres undefined)	-10	0.0	9	1	·	·	4	·
64	C[C@@H]1CN([C@H](C)CO)C(=O)c2cc(-c3ccccc3F)cnc2O[C@H]1CN(C)Cc1ccc(F)cc1	1	-0.1	7	1	-5	-0.2	-2	-4
65	O=C(c1cccnc1)N1C[C@@H]2N[C@H](C1)C2c1ccc(-c2ccccc2)cc1 (some centres undefined)	-15	0.2	-1	5	·	0.0	-1	·

# Screening results as filed in PubChem BioAssay.
